Screening results: PubChem BioAssay, Broad Institute
IDH1 mut inh: inhibitors of IDH1 R132H reductase, primary screen, biochemical, plate reader, single point; Isocitrate dehydrogenase [NADP] cytoplasmic (Homo sapiens), O75874; diaphorase/resazurin fluorescence, 60 min; inhibition, % at 10 µM; 0.18% of 70,000 active; in the data active means inhibition above about 34%;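 further: 0% = DMSO and 100% = no enzyme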
PRC2 inh: EZH2/PRC2 methyltransferase inhibitors, primary screen, biochemical, DELFIA time-resolved fluorescence, single point | PRC2 H3K27 methylation, DELFIA TRF, 1 h | inhibition, % at 12.5 µM | 0.35% of 57,000 active;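 active means mean inhibition of replicates at least 50% and every single replicate also reaching 50%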;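 further: dimethyl H3K27 on biotinylated H3 21-44 peptide detected by antibody; plate controls were median neutral control wells for no effect and median positive control wells for full effect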
Target sequence (Q15910 whole entry, looked up): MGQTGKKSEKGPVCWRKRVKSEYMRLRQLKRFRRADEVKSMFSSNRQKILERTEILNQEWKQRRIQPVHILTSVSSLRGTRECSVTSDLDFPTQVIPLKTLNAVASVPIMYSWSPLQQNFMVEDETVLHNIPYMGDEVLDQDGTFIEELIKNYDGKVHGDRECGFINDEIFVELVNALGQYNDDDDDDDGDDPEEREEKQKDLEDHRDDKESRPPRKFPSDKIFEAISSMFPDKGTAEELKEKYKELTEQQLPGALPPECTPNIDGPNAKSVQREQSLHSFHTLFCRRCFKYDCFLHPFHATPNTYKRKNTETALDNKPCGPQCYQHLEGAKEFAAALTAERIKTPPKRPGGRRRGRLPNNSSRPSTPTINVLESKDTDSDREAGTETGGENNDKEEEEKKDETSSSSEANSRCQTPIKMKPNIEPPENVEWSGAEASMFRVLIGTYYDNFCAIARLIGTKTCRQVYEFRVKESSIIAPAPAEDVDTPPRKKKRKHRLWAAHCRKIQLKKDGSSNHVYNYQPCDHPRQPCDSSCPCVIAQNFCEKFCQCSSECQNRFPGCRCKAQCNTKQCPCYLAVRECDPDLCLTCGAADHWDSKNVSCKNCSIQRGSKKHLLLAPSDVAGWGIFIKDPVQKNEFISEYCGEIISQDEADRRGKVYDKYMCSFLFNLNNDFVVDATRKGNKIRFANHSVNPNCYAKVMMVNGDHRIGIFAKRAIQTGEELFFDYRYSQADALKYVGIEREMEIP
* hit, by the source's call; . = not tested or not shown; & = joins results of further samples. An excerpt; rates above refer to the full screens.

structure	IDH1 mut inh	PRC2 inh
CO[C@H]1CC[C@@H]2CCN(C)C(=O)[C@H](C)[C@@H](OC)CN(C)C(=O)c3cccc(C#N)c3OC[C@@H]1O2	-0.1	-5
CC(C)NC(=O)N[C@@H]1C=C[C@@H](CC(=O)N2CCCCC2)O[C@H]1CO	0.0	-4
C[C@@H]1CCCCO[C@@H](CN(C)Cc2ccc(C(=O)O)cc2)[C@H](C)CN([C@@H](C)CO)C(=O)c2cc(NS(=O)(=O)c3cccs3)ccc2O1	-0.2	.
Cc1noc(C)c1S(=O)(=O)Nc1ccc2c(c1)CC(=O)N([C@@H](C)CO)C[C@H](C)[C@@H](CN(C)C(=O)Nc1ccc(F)cc1)O2	-0.3	.
COCc1cn(CC[C@@H]2CC[C@H](NC(=O)c3ccccc3)[C@H](CO)O2)nn1	0.9	6
C[C@H](O)C#Cc1ccc2c(c1)O[C@H](CN(C)C(=O)C1CCCCC1)[C@H](C)CN([C@@H](C)CO)S2(=O)=O	.	2
COc1ccc(NC(=O)N(C)C[C@H]2Oc3c(NS(C)(=O)=O)cccc3C(=O)N([C@H](C)CO)C[C@H]2C)cc1	-3.3	.
CO[C@H]1CN(C)C(=O)c2cc(NS(=O)(=O)c3ccccc3Cl)ccc2OC[C@H](C)NC[C@@H]1C	0.2	3
C[C@@H]1CN([C@H](C)CO)S(=O)(=O)c2ccc(C#CC3CC3)cc2O[C@H]1CN(C)Cc1ccccc1F	-0.6	22
COc1cccc(NC(=O)N(C)C[C@@H]2OCc3cn(nn3)CCCC(=O)N([C@H](C)CO)C[C@@H]2C)c1	0.6	-2
C[C@@H]1CN([C@H](C)CO)C(=O)c2cc(Br)cnc2O[C@@H]1CN(C)Cc1ccccc1	-0.2	22
O=C(C[C@H]1C=C[C@H](NC(=O)Cc2ccccn2)[C@H](CO)O1)NCCCN1CCOCC1	0.2	0
O=C(C[C@@H]1CC[C@H](NC(=O)c2ccccc2)[C@@H](CO)O1)NCc1ccncn1	0.0	9
C[C@@H]1CN([C@@H](C)CO)C(=O)c2cc(NS(C)(=O)=O)ccc2O[C@@H](C)CCCCO[C@@H]1CN(C)Cc1ccncc1	1.6	-6
C[C@@H]1CN([C@@H](C)CO)C(=O)CCCn2nncc2CO[C@@H]1CN(C)Cc1ccc2c(c1)OCO2	-0.5	4
Cc1noc(C)c1NC(=O)Nc1ccc2c(c1)C(=O)N([C@H](C)CO)C[C@@H](C)[C@@H](CN(C)Cc1ccc(C(=O)Nc3ccccc3N)cc1)O2	-0.2	-19
COC(=O)C1=C(C)NC(=O)C1(Nc1ccc(Cl)cn1)C(F)(F)F (stereo not drawn)	0.1	-3
COc1ccc(NC(=O)N(C)C[C@@H]2Oc3ccc(NC(=O)Nc4ccc(C(F)(F)F)cc4)cc3CC(=O)N([C@@H](C)CO)C[C@H]2C)cc1	-0.6	.
O=C(Oc1ccc(-c2ccccc2)cc1)C(Cc1ccccc1)N1C(=O)C2C3CCC(C3)C2C1=O (stereo not drawn)	-0.3	1
C[C@H]1CN([C@@H](C)CO)C(=O)Cc2cc(NC(=O)c3ccncc3)ccc2O[C@@H]1CN(C)Cc1ccncc1	6.1	6
CC(=O)N(C)C[C@H]1Oc2ncc(-c3cccc(F)c3)cc2C(=O)N([C@@H](C)CO)C[C@@H]1C	0.1	-9
CCCC(=O)Nc1ccc2c(c1)OC[C@H](C)N(C(=O)c1cccnc1)C[C@@H](C)[C@H](OC)CN(C)C2=O	-0.1	-1
Cc1ccc(-n2c(SCC(=O)NC3CCCCC3)nnc2-c2ccccc2)cc1	-0.3	-1
C[C@@H]1CN([C@@H](C)CO)C(=O)c2cc(C#CC3CCCC3)cnc2O[C@H]1CN(C)C(=O)C1CCCCC1	-0.9	.
Cc1ccc(NC(=O)C2CC(=O)n3cnnc3N2)cc1 (stereo not drawn)	0.0	-8
COc1ccc(NC(=O)Nc2ccc3c(c2)CC(=O)N([C@H](C)CO)C[C@@H](C)[C@H](CN(C)S(=O)(=O)c2ccc(Cl)cc2)O3)cc1	0.1	.
C[C@H]1CN([C@@H](C)CO)C(=O)c2cc(NS(=O)(=O)c3cn(C)cn3)ccc2O[C@H]1CN(C)C(=O)Nc1ccc(F)cc1	3.3	.
NS(=O)(=O)c1ccc(NC(=O)CN2CCN(C(=O)c3ccccc3)CC2)cc1	-0.2	4
Cc1noc(C)c1S(=O)(=O)Nc1ccc2c(c1)CC(=O)N([C@@H](C)CO)C[C@@H](C)[C@H](CN(C)S(=O)(=O)c1cn(C)cn1)O2	-1.7	.
C[C@H]1CN([C@@H](C)CO)C(=O)c2cc(NC(=O)CCCN(C)C)ccc2O[C@H]1CN(C)C(=O)Nc1ccccc1	1.6	.

Compound profiles, as listed above. Order of values: IDH1 mut inh | PRC2 inh
Record of `C[C@H]1CN([C@@H](C)CO)C(=O)Cc2cc(NC(=O)c3ccncc3)ccc2O[C@@H]1CN(C)Cc1ccncc1` = 6.1 | 6
Record of `C[C@H]1CN([C@@H](C)CO)C(=O)c2cc(NC(=O)CCCN(C)C)ccc2O[C@H]1CN(C)C(=O)Nc1ccccc1` = 1.6 | .
Record of `Cc1noc(C)c1NC(=O)Nc1ccc2c(c1)C(=O)N([C@H](C)CO)C[C@@H](C)[C@@H](CN(C)Cc1ccc(C(=O)Nc3ccccc3N)cc1)O2` = -0.2 | -19

The list goes on.
structure	IDH1 mut inh	PRC2 inh
O=C(Nc1ccc2c(c1)[C@H]1C[C@@H](CC(=O)N3CCc4ccccc4C3)O[C@@H](CO)[C@H]1O2)Nc1ccccc1F	0.3	-30
Cc1noc(C)c1S(=O)(=O)N(C)C[C@H]1OCCCC[C@@H](C)Oc2ccc(NC(=O)Nc3ccc4c(c3)OCO4)cc2C(=O)N([C@@H](C)CO)C[C@H]1C	1.6	.
C[C@@H]1CN([C@@H](C)CO)C(=O)c2cc(NC(=O)Nc3ccccc3)ccc2O[C@@H]1CN(C)S(=O)(=O)c1ccc(Cl)cc1	0.6	-5
CCCC#Cc1ccc2c(c1)O[C@@H](CN(C)C(=O)Nc1ccccc1F)[C@H](C)CN([C@@H](C)CO)S2(=O)=O	.	-20
C[C@@H]1CN([C@@H](C)CO)C(=O)c2cc(NC(=O)Nc3ccc4c(c3)OCO4)ccc2O[C@H]1CN(C)Cc1ccc2c(c1)OCO2	-2.1	-10
COC(=O)c1ccccc1NC(=O)c1ccc(NC(=O)C(C)Oc2ccc(Cl)cc2C)cc1 (stereo not drawn)	0.0	10
CC(C)c1cn(CC[C@@H]2CC[C@H](NC(=O)Nc3cc(Cl)cc(Cl)c3)[C@@H](CO)O2)nn1	-0.2	4
CO[C@H]1CN(C)C(=O)c2cc(NC(C)=O)ccc2OC[C@H](C)N(C(=O)CN(C)C)C[C@@H]1C	-0.1	-8
COCCOC(=O)N1C(=O)[C@@]2(c3cc(C#CC4(O)CCCCCC4)ccc31)[C@H](C(N)=O)[C@H]1C(=O)O[C@H](c3ccccc3)[C@H](c3ccccc3)N1[C@@H]2c1ccccc1OCCO	.	-22
CCC(=O)Nc1ccc2c(c1)C(=O)N(C)C[C@H](OC)[C@@H](C)CN(C(=O)NC(C)C)[C@H](C)CO2	0.3	2
CO[C@H]1CN(C)C(=O)c2ccc(NC(=O)C3CCOCC3)cc2OC[C@@H](C)N(CC2CC2)C[C@@H]1C	0.1	-1
CN(Cc1nc(-c2cccc([N+](=O)[O-])c2)no1)S(=O)(=O)c1ccc(Br)cc1	0.0	18
C[C@@H]1CN([C@H](C)CO)C(=O)c2cc(NC(=O)Cn3cnnn3)ccc2O[C@@H]1CN(C)C(=O)Nc1ccc(F)cc1	1.3	.
O=C(Nc1ccc(F)cc1)N[C@@H]1CC[C@H](CCn2cc(C3(O)CCCC3)nn2)O[C@@H]1CO	-0.3	8
O=C(C[C@@H]1CC[C@@H](NC(=O)C2CCC2)[C@H](CO)O1)NC1CCCCC1	0.4	-4
CCC(=O)Nc1ccc2c(c1)C(=O)N(C)C[C@H](OC)[C@@H](C)CN(Cc1ccncc1)[C@@H](C)CO2	0.0	0
COC(=O)C[C@@H]1C[C@@H]2c3cc(NC(=O)c4ccc5c(c4)OCO5)ccc3O[C@@H]2[C@H](CO)O1	-0.3	-1
C[C@H](CO)N1C[C@H](C)[C@H](CN(C)Cc2ccncc2)Oc2ncc(C#CC(C)(C)O)cc2C1=O	3.0	4
CCn1c(SCC(=O)Nc2cccc(C)c2C)nnc1-c1ccc(Cl)c(Cl)c1	0.2	-4
O=C1c2cccc3cccc(c23)C(=O)N1CCCSc1nnnn1-c1ccccc1	0.3	5
COc1ccc(CNC(=O)C[C@@H]2C[C@@H]3c4cc(NC(=O)NC5CCCC5)ccc4O[C@@H]3[C@@H](CO)O2)cc1	-1.7	-5
COc1ccccc1-c1cnc2c(c1)C(=O)N([C@H](C)CO)C[C@@H](C)[C@H](CN(C)C(=O)c1cccnc1)O2	-4.1	-6
COc1ccc(S(=O)(=O)Nc2ccc3c(c2)CC(=O)N([C@@H](C)CO)C[C@H](C)[C@@H](CN(C)Cc2ccc(C(=O)Nc4ccccc4N)cc2)O3)cc1	0.1	-31
O=C(N[C@H]1CC[C@H](CCn2cc(-c3ccccc3)nn2)O[C@H]1CO)c1cnccn1	-0.1	-11
Cc1nonc1OCCNc1ccc(C(F)(F)F)cc1[N+](=O)[O-]	5.5	.
C[C@@H]1CN([C@H](C)CO)C(=O)c2cc(C#CCN(C)C)cnc2O[C@@H]1CN(C)C(=O)CCN1CCCCC1	0.1	.
Cc1c(Cl)cccc1NC(=O)CN(c1ccccc1Br)S(C)(=O)=O	0.6	4
CCCC#Cc1ccc2c(c1)O[C@H](CN(C)C(=O)CC1CC1)[C@H](C)CN([C@@H](C)CO)S2(=O)=O	0.1	-11&-17
COc1ccc(S(=O)(=O)N(C)C[C@H]2Oc3ccc(NC(=O)C4CCCCC4)cc3CC(=O)N([C@H](C)CO)C[C@@H]2C)cc1	-2.4	-8
CN(CCOc1ccc(CC(Nc2ccccc2C(=O)c2ccccc2)C(=O)O)cc1)c1ccccn1 (stereo not drawn)	1.0	.
CC(C)NC(=O)N(C)C[C@@H]1Oc2cc(C3=CCCCC3)ccc2S(=O)(=O)N([C@@H](C)CO)C[C@@H]1C	1.4	3
COc1ccc(NC(=O)CSc2nnc(-c3ccccc3)c(-c3ccccc3)n2)cc1	2.9	.
CCNC(=O)C[C@H]1C=C[C@H](NS(=O)(=O)c2ccc(C)cc2)[C@@H](CO)O1	0.0	5
Cc1noc(C)c1NC(=O)Nc1ccc2c(c1)CC(=O)N([C@H](C)CO)C[C@H](C)[C@H](CN(C)C(=O)NC1CCCCC1)O2	3.0	.
O=C(O)c1ccccc1Nc1cccc(OCc2ccc3ccccc3n2)c1	-0.7	38
CCCNC(=O)Nc1ccc2c(c1)OC[C@H](C)N(CCC(F)(F)F)C[C@@H](C)[C@H](OC)CN(C)C2=O	0.1	3
NCC[C@@H]1CC[C@@H](NS(=O)(=O)c2ccc(Cl)cc2)[C@H](CO)O1	0.0	-1
Cc1ccc(S(=O)(=O)Nc2ccc3c(c2)CC(=O)N([C@H](C)CO)C[C@H](C)[C@@H](CN(C)S(=O)(=O)c2cn(C)cn2)O3)cc1	-0.6	.
C[C@H]1CN([C@@H](C)CO)S(=O)(=O)c2ccc(-c3ccccc3)cc2O[C@@H]1CN(C)C(=O)C1CCC1	.	20
C[C@@H]1CN([C@@H](C)CO)C(=O)Cc2cc(NC(=O)c3ccncc3)ccc2O[C@@H]1CN(C)C(=O)NC1CCCCC1	2.8	2
Cc1noc(C)c1NC(=O)Nc1ccc2c(c1)CC(=O)N([C@@H](C)CO)C[C@@H](C)[C@H](CN(C)C(=O)NC(C)C)O2	1.8	.
CN(C)CC(=O)N[C@H]1CC[C@H](CCn2cc(C3CC3)nn2)O[C@@H]1CO	-0.1	-6
COC(=O)C1=C(C)Nc2nnnn2C1c1ccco1 (stereo not drawn)	0.2	-10
Cc1noc(C)c1S(=O)(=O)Nc1ccc2c(c1)CC(=O)N([C@@H](C)CO)C[C@H](C)[C@H](CN(C)S(=O)(=O)c1ccc(F)cc1)O2	0.0	.
CC(=O)/C(=C\c1ccccc1)CC(=O)O	.	-14
CCOc1cccc(/C=N/NC(=O)CCCCCCC(=O)Nc2ccccc2O)c1OCC	.	-2
CCCc1cn(CC[C@@H]2CC[C@H](NS(=O)(=O)c3ccccc3Cl)[C@H](CO)O2)nn1	0.0	5
Cc1ccsc1/C=N/NC(=O)c1cccc(C(=O)NO)c1	-0.5	-2
C[C@@H]1CN([C@H](C)CO)C(=O)CCCn2cc(nn2)CO[C@H]1CN(C)S(=O)(=O)c1ccc(Oc2ccccc2)nc1	2.8	.
C[C@H](CO)N1C[C@H](C)[C@H](CN(C)C(=O)CN2CCOCC2)Oc2ncc(-c3cncnc3)cc2C1=O	-1.0	8
COCC(=O)Nc1ccc2c(c1)C(=O)N(C)C[C@H](OC)[C@H](C)CN(C(=O)c1ccccn1)[C@H](C)CO2	0.2	13

Structures listed so far containing two or more sulfur atoms (four):
structure	IDH1 mut inh	PRC2 inh
C[C@@H]1CCCCO[C@@H](CN(C)Cc2ccc(C(=O)O)cc2)[C@H](C)CN([C@@H](C)CO)C(=O)c2cc(NS(=O)(=O)c3cccs3)ccc2O1	-0.2	.
Cc1noc(C)c1S(=O)(=O)Nc1ccc2c(c1)CC(=O)N([C@@H](C)CO)C[C@@H](C)[C@H](CN(C)S(=O)(=O)c1cn(C)cn1)O2	-1.7	.
Cc1ccc(S(=O)(=O)Nc2ccc3c(c2)CC(=O)N([C@H](C)CO)C[C@H](C)[C@@H](CN(C)S(=O)(=O)c2cn(C)cn2)O3)cc1	-0.6	.
Cc1noc(C)c1S(=O)(=O)Nc1ccc2c(c1)CC(=O)N([C@@H](C)CO)C[C@H](C)[C@H](CN(C)S(=O)(=O)c1ccc(F)cc1)O2	0.0	.
